# Peg3 promoter: reduces Peg3 promoter-driven luciferase expression in HeLa | HeLa PEG-Prom luciferase reporter, luminescence, overnight | 360,000 compounds, 1.7% hits | inhibition, % at 20 µM;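 active means inhibition of at least 50% at 20 µM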
# TRPM1 prom inh: inhibitors of MITF-driven TRPM1 promoter in melanoma cells; SK-MEL-5 TRPM1 promoter luciferase, 24 h; inhibition, % at 12.5 µM; 330,000 compounds, 0.83% hits; AID 488899;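 active means mean inhibition across replicates of 60% or more, whatever share of single replicates reaches that level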; further: values of inactives mirror those of a sister screen read the other way
# aDG glyco act: alpha-DG glycosylation activation | Pro5-aDG cells, alpha-DG glycosylation AlphaScreen (IIH6); 0% Pro5, 100% B10-LARGE cell signal | activation, % at 10 µM | 360,000 compounds, 0.22% hits | AID 624168;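 active means activation of at least 8% versus controls, or a plate z-score of at least 8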;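 further: Pro5 are CHO cells carrying HIG-tagged alpha-DG that lacks glycosylation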
# NR2E3 ag-1: activates human photoreceptor nuclear receptor NR2E3 | AID 2300 | GST-NR2E3/biotin-RetCOR TR-FRET, 1536-well | 320,000 compounds, 0.12% hits | inhibition of corepressor binding, % at 4.78 µM | Q9Y5X4;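 active means percent inhibition above the cutoff of mean plus 3 SD of all tested compounds, set per screening campaign, cut at about 20% in these data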;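 further: 0% = DMSO wells and 100% = biotin wells as full block of FRET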
# Target sequence (Q9Y5X4 whole entry, looked up): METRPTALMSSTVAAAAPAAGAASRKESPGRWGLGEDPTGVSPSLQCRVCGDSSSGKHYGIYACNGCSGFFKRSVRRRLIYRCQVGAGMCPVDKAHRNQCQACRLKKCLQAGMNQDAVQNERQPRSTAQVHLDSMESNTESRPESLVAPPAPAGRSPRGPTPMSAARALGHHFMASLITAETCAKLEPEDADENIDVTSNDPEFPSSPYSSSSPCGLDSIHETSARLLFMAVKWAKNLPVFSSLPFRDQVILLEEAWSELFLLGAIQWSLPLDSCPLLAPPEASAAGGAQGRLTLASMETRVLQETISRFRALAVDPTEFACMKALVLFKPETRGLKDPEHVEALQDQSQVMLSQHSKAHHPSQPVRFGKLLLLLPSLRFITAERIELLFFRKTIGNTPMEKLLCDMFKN
#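 System: GST-tagged NR2E3 plus biotinylated RetCOR corepressor; Amount: 1.35 nM GST-tagged NR2E3 final; Dosing: single nominal compound dose of 4.8 µM; Schedule: 5 h incubation at 4 °C; Technique: TR-FRET with europium anti-GST and streptavidin-D2, 340 nm excitation; Controls: biotin wells as high control, 0.6% DMSO wells as low control.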
# hiPSC survival: enhancers of human iPSC single-cell survival | hiPSC single-cell survival, ATPlite luminescence; 100% = ROCK inhibitor wells, 0% = DMSO | survival enhancement, % at 20 µM | 360,000 compounds, 0.044% hits | AID 602274; in the data active means survival enhancement above about 18%;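 further: cells exposed to compounds for 16 hours before the ATP read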
# NR2E3 ag-2: activates human NR2E3 receptor. Q9Y5X4. CHO-S Gal4-NCOR/VP16-NR2E3 two-hybrid, luciferase. inhibition of corepressor binding, % at 3.98 µM. 360,000 compounds, 0.35% hits. AID 602229;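 active means inhibition above the mean of all tested compounds plus 3 SD, cut at about 70% in these data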;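 further: 0% = DMSO with NR2E3 transfected cells and 100% = cells lacking NR2E3 construct; higher means lower luciferase signal from less NR2E3 corepressor binding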
# HIF-2a block: HIF-2a inhibition. AID 624352. 360,000 compounds, 0.72% hits. inhibition, % at 18.8 µM. 786-0 RCC cells HIF-2a reporter, luciferase luminescence, overnight;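 active means inhibition of the luminescence signal of 40% or more relative to plate controls, in a single-dose primary screen at 18.75 µM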
# CF NFkB inh: blocks PAF-induced NF-kB reporter in cystic fibrosis cells. KKLEB NF-kB-GFP reporter, GFP fluorescence overnight. inhibition, % at 5 µM. 360,000 compounds, 0.86% hits;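 active means at least 50% inhibition at 5 µM, scaled per plate between neutral and stimulator controls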;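 further: PAF is a Pseudomonas aeruginosa culture filtrate used as stimulus; plate controls were PAF-stimulated DMSO wells for no effect and unstimulated DMSO wells for full effect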
# TWEAK Fn14 block: inhibitors of TWEAK-Fn14 interaction signaling; 360,000 compounds, 2% hits; TWEAK-stimulated Fn14 reporter cells, luciferase luminescence, 8 h; inhibition, % at 10 µM; in the data active means inhibition above about 50%
# KKLEB tox: reduces viability of KKLEB cystic fibrosis airway cells. KKLEB CF airway cells viability, ATPlite luminescence, overnight; active compounds read low; cells stimulated with P. aeruginosa culture filtrate. activity change (cytotoxicity), % at 5 µM. 360,000 compounds, 0.36% hits;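 active means corrected activity change at or below -50% at 5 µM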
# Shn3 inh set2: Schnurri-3 reporter inhibition in Clone20 osteoblasts; 360,000 compounds, 0.52% hits; AID 588674; Clone20 osteoblast Shn3 3'UTR firefly luciferase, 24 h; inhibition, % at 12.5 µM;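 active means mean inhibition of at least 75% with every replicate also reaching 75%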;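 further: 0% = median of neutral control wells and 100% = pilot-screen positive control compound; some compounds past the cut are filed as inactive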
# * hit, by the source's call; . = not tested or not shown. Outcome played no part in choosing rows, and some 4.4% of all compounds hit somewhere here.
SMILES,Peg3 promoter,TRPM1 prom inh,aDG glyco act,NR2E3 ag-1,hiPSC survival,NR2E3 ag-2,HIF-2a block,CF NFkB inh,TWEAK Fn14 block,KKLEB tox,Shn3 inh set2
OCC1(Cc2cccc(Cl)c2)CCCN(Cc2ccc3cc(F)ccc3n2)C1 (centres undefined),18,17,0.3,2,1.3,-13,9,12,17,10,7
Cc1cccc(NC(=O)CN2CCOCC2)c1C,-4,9,0.2,1,-0.5,10,10,-1,7,2,-7
CCCCOCCCNC(=O)N[C@H](C(=O)O)C(C)CC (some centres undefined),6,1,0.1,-5,-0.8,11,11,-2,-2,13,-12
O=C(NC1CCCCC1)C1CC(=O)N(CCc2ccccc2)C1 (centres undefined),9,-9,-0.3,2,2.4,2,-21,-8,12,2,-7
CC(C)CCn1c(SCC(=O)Nc2ccccc2C(F)(F)F)nc2nccnc2c1=O,22,4,-0.1,1,0.6,-7,0,-34,-5,17,-7
COc1ccc(OC)c2[nH]c(C(=O)O)cc12,2,11,0.2,-2,-2.9,22,7,-3,6,-5,-9
CCOc1ccc(-c2nc(N)nc(C)c2-c2ccc(OC)c(OC)c2)c(O)c1,13,-3,-0.3,3,-0.2,-7,18,11,8,-5,9
Cc1cc(OCC(=O)Nc2cc(C(C)(C)C)on2)ccc1[N+](=O)[O-],-23,-8,-0.3,-1,-0.5,16,-47,8,-6,-13,-16
CC(OC(=O)C1COc2ccccc2O1)C(=O)N(C)c1ccccc1 (centres undefined),12,-3,-0.2,-1,3.6,14,16,2,-3,0,55
CCC(C)NC(=O)C1CCN(C(=O)N(C)C)CC1 (centres undefined),12,1,0.0,-1,-0.3,1,7,-18,3,1,5
CC(C)=C1C(=O)NN(c2cccc(Cl)c2)C1=O,4,-7,-0.3,-4,0.3,-8,5,10,-23,3,-23
Cc1cc(NC(=O)c2cc3cc([N+](=O)[O-])ccc3s2)no1,13,.,0.2,.,1.4,4,-14,49,-17,-35,-13
COc1ccc(C(=O)CSc2nnc(Cc3ccccc3)o2)cc1,-7,-2,0.3,1,1.7,0,-12,-9,18,7,14
CCN1CCN(c2ccc(S(=O)(=O)N3CCOCC3)cc2NC(=O)c2ccccc2SC)CC1,-3,-10,0.1,-2,-0.3,-1,3,5,3,-4,35
O=C(CCc1ccccc1)Nc1cc2c3c(c1)CC(=O)N3CCC2,-18,5,0.3,0,-0.4,-19,-9,0,-4,4,8

# Part of the list above in order of SMILES length, rising:
SMILES,Peg3 promoter,TRPM1 prom inh,aDG glyco act,NR2E3 ag-1,hiPSC survival,NR2E3 ag-2,HIF-2a block,CF NFkB inh,TWEAK Fn14 block,KKLEB tox,Shn3 inh set2
CC(C)=C1C(=O)NN(c2cccc(Cl)c2)C1=O,4,-7,-0.3,-4,0.3,-8,5,10,-23,3,-23
CCCCOCCCNC(=O)N[C@H](C(=O)O)C(C)CC (some centres undefined),6,1,0.1,-5,-0.8,11,11,-2,-2,13,-12
O=C(NC1CCCCC1)C1CC(=O)N(CCc2ccccc2)C1 (centres undefined),9,-9,-0.3,2,2.4,2,-21,-8,12,2,-7

# The listing picks up, starting 2 compounds before the break.
SMILES,Peg3 promoter,TRPM1 prom inh,aDG glyco act,NR2E3 ag-1,hiPSC survival,NR2E3 ag-2,HIF-2a block,CF NFkB inh,TWEAK Fn14 block,KKLEB tox,Shn3 inh set2
CCN1CCN(c2ccc(S(=O)(=O)N3CCOCC3)cc2NC(=O)c2ccccc2SC)CC1,-3,-10,0.1,-2,-0.3,-1,3,5,3,-4,35
O=C(CCc1ccccc1)Nc1cc2c3c(c1)CC(=O)N3CCC2,-18,5,0.3,0,-0.4,-19,-9,0,-4,4,8
Cc1cc(N2CCN(c3ccc(F)cc3)CC2)n2ncnc2n1,6,7,0.1,-3,0.9,7,-2,-6,-14,1,22
Cc1ccccc1C(=O)NC(C)C1CC2CCC1C2 (centres undefined),-5,1,0.0,2,1.0,-13,-15,-13,-10,2,62
Cc1ccc(NCCC(=O)c2cccs2)cc1C,-308,-103,0.4,2,-0.2,-59,-287,-6,24,-8,-121
COc1cc(/C=N/N2CCN(Cc3ccc(Cl)cc3)CC2)cc(Br)c1O,15,20,0.0,0,-0.8,3,6,4,3,11,8
CC(C)C[C@@H](CN1CCCC1CN1C(=S)NC[C@@H]1Cc1ccccc1)N1C[C@H](Cc2ccc(O)cc2)N(CC2CCCCC2)C1=S (some centres undefined),.,.,0.1,.,-1.6,3,1,.,12,.,.
CCc1ccc(S(=O)(=O)Nc2ccccn2)cc1,6,11,-0.1,2,-0.4,-16,19,-2,-4,9,12
O=C(C1CCN(S(=O)(=O)c2cccc3nsnc23)CC1)N1CCCCC1,-14,-7,0.0,0,0.7,-12,-3,4,2,-24,-8
Nc1nonc1-c1noc(COc2ccccc2Cl)n1,-285,-111,-0.5,1,5.4,-97,-256,-12,-9,1,-78
C(=C\c1ccccc1)/CNn1cnnc1,-2,-5,0.2,2,-1.8,-4,4,10,-10,2,0
COc1ccc(NC(=O)C(=S)NC2CCCCC2)cc1,-398,-69,-0.2,-1,0.7,-147,-251,-4,17,-14,-44
CCCCS/C(N)=N/N=C/c1cc(C)ccc1O,-334,-74,1.8,3,0.2,-114,-298,-17,-12,-18,-19
O=C(O)c1ccccc1C(=O)c1cccs1,-1,-2,-0.1,2,-1.4,-21,21,-6,13,-10,-8
O=C(Cc1ccccc1)Nc1cc(Cl)ccc1Sc1ccccc1,-1,-11,0.4,-4,1.4,11,-7,16,-16,11,-56
Cc1cc(=O)oc2cc(NC(=O)c3ccccc3C(=O)O)ccc12,3,2,0.1,3,1.6,-13,18,3,14,-1,2
Cc1cc(NC(=O)CSc2nnc(Nc3ccccc3F)s2)no1,-21,-14,0.0,2,1.4,-4,-45,-2,-19,-1,-6
CCc1cccc(NC(=O)CCNS(=O)(=O)c2ccc3[nH]c(=O)oc3c2)c1,6,5,-0.3,-2,0.7,2,6,-16,5,4,11
CC1=C(SCc2ccccc2)C(=O)c2ccccc2C1=O,85*,70*,-0.4,.,-0.9,21,29,89*,88*,-44,78
Cc1c(NS(=O)(=O)CC23CCC(CC2=O)C3(C)C)c(=O)n(-c2ccccc2)n1C (centres undefined),3,9,-0.2,0,1.7,-3,15,-7,-8,4,7
Cc1[nH]c(=S)sc1Cc1ccc(F)cc1,-10,0,-0.2,3,0.5,-7,2,-13,-2,4,-15
COc1cc2cc(C)c(Br)c(OC)c2cc1OC,25,-5,-0.2,.,3.3,-10,-11,20,-22,-20,-10
Cn1c(SCc2ccccc2Cl)nc2ccccc21,-312,-137,0.0,2,-1.5,-130,-272,-17,-17,-4,-94
O=C(NC(=S)Nc1cccc(F)c1)c1cccc([N+](=O)[O-])c1,-122,-1,-0.1,1,1.2,-86,-138,-2,-21,20,-51
Cc1nc(Cl)c(S(N)(=O)=O)c(C)c1Cl,-20,3,-0.3,-1,0.4,-20,10,-15,2,19,10
COc1cc2c(cc1OC)C(C1C(=O)CCCC1=O)N(C(=O)CCl)CC2 (centres undefined),7,-9,-0.2,3,-0.5,-19,4,10,4,-6,1
O=C(O)c1ccccc1-c1ccccc1C(=O)Nc1ccccc1,5,5,0.3,3,-0.1,4,6,-7,-8,2,3
CCCc1cc(=O)[nH]c(SC(CC)C(=O)Nc2ccccc2C#N)n1 (centres undefined),2,12,-0.3,1,-4.1,6,5,-6,-8,2,9
COc1ccc(C(CCN2CCCCC2)c2c(OC)cc(OC)c3c(-c4ccccc4)cc(=O)oc23)cc1 (centres undefined),96*,6,2.1,0,-2.7,30,12,19,-3,-10,12
COc1ccc(S(=O)(=O)N2CCOCC2)cc1NC(=O)c1cccc2c(=O)c(C)c(-c3ccccc3)oc12,36,16,-0.9,2,0.3,-17,27,10,14,6,21
Cc1ccc(C)c(N2N=C(C(=O)Nc3nccs3)CCC2=O)c1,11,0,-0.1,0,-0.3,-21,16,-3,-1,-4,-24
CN(CCOc1ccc(Cl)cc1)C(=O)C1=CC=CN2CCS(=O)(=O)N=C12,-4,-5,-0.3,.,0.0,-15,7,7,-6,-21,0

# Exported with tabs: entries from further up
SMILES	Peg3 promoter	TRPM1 prom inh	aDG glyco act	NR2E3 ag-1	hiPSC survival	NR2E3 ag-2	HIF-2a block	CF NFkB inh	TWEAK Fn14 block	KKLEB tox	Shn3 inh set2
CC1=C(SCc2ccccc2)C(=O)c2ccccc2C1=O	85*	70*	-0.4	.	-0.9	21	29	89*	88*	-44	78
Cc1c(NS(=O)(=O)CC23CCC(CC2=O)C3(C)C)c(=O)n(-c2ccccc2)n1C (centres undefined)	3	9	-0.2	0	1.7	-3	15	-7	-8	4	7

# High-throughput results deposited in PubChem BioAssay by several laboratories.
